Screening data (PubChem)
Apoferritin bind – qHTS Assay for Identification of Novel General Anesthetics. apoferritin/1-aminoanthracene competitive binding, fluorescence. Ferritin light chain (Equus caballus), P02791. actives 0.074% (n = 350,000). AID 485281, 2010. Potency, µM (top dose mostly 77.5 µM), without a hit: top-dose activity change, negative = displacement, hits mostly inhibitors; active = well fitted inhibition curve with a large enough effect; inconclusive = small, poorly fitted or top-dose-only effect; inactive = no such curve, though single readings can be large or run the other way; note: nearly all actives have a fitted effect of over 20% in size
Target sequence (P02791 2-175 limits assumed): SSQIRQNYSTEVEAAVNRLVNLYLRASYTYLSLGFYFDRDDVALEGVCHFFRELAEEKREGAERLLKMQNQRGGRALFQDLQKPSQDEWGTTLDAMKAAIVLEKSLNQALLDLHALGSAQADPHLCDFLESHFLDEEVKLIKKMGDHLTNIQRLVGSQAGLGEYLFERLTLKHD
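Steps: apoferritin (10 uM) was premixed with half-saturated 1-AMA in PBS, compounds were pin-transferred, plates stood 10 min at room temperature, fluorescence was read at 380/535 nm, and curves were fitted with a Hill equation.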
The depositor's hits bear a star; ? = inconclusive; & = joins results of further samples; [ ] = another dose, or the depositor's remark. % is set by controls: 0 for no effect and ±100 for the full control effect; potency is the fitted concentration of half-maximal effect. Some of the compounds tested; rates above refer to the full screens.

Apoferritin bind,SMILES
-12%,COC1=C(OC)C(=O)C(C/C=C(\C)CC/C=C(\C)CC/C=C(\C)CC/C=C(/C)CC/C=C(\C)CC/C=C(\C)CC/C=C(\C)CC/C=C(\C)CC/C=C(\C)CCC=C(C)C)=C(C)C1=O
3%,CC(=O)c1c(O)cccc1O
-3%,CC(=O)NCCNc1nc(-c2ccccc2Cl)nc2ccccc12
-4%,CCCC1(C(=O)OC)C=C2C(=C(C(C)C)C(=O)C2C)CN1 (configuration not stated)
-3%,COc1cc(OC)c2c(c1C(CCN1CCCC1)c1ccc(N(C)C)cc1)OC(=O)CC2c1ccc(N(C)C)cc1 (configuration not stated)
-7%[15.3 µM],COc1cccc([C@@H]2Oc3ccc(OC)cc3/C(=N/O[C@@H](C)CN3CCCCc4nc(C)c(C)cc43)[C@@H]2O)c1
-14%[29.3 µM],C[C@@H]1[C@H](C)CC[C@@]2(C(=O)O)CC[C@]3(C)C(=CC[C@H]4[C@@]5(C)CC[C@@H](O)C(C)(C)[C@@H]5CC[C@@]43C)[C@@H]12
7%[15.3 µM],CC(=O)N[C@@H](CSC(=O)[C@]1([C@@H](O)C(C)C)NC(=O)[C@H](C)[C@@H]1O)C(=O)O
-14%,CCCCNc1nc(C)nc2c1nc(-c1ccccc1)n2CC1CCN(C)CC1
-1%,CCC/C=C(\CCC)C(NS(=O)(=O)c1ccc(Cl)cc1)c1ccc(C(=O)OC)cc1 (configuration not stated)
16%&46%,CCN(CC)c1ccc(/C=N/NC(=O)c2ccc(O)cc2)cc1
-9%&2%,CCCCCCC(=O)OC1CC(C)(C)NC(C)(C)C1
-11%,Cc1noc(C)c1-c1ccc2ncnc(NC3CC3)c2c1
241%[activator],COc1cc(-c2oc3cc(O)ccc3c(=O)c2O)ccc1O
7%[15.3 µM],CO[C@@H]1COC(=O)C/C=C\[C@@H](C)[C@H](OC)COC(=O)[C@H](COCc2ccccc2)NC(=O)C/C=C\[C@H]1C
-1%,CC12CCC3C(CC3(C)C)C(C)(CCC1=O)O2 (configuration not stated)
1%,C/C(=C\[C@@H](NP(=O)(c1ccccc1)c1ccccc1)c1ccccc1)CO[Si](c1ccccc1)(c1ccccc1)C(C)(C)C
-8%[15.3 µM],O=C(/C=C/c1ccccc1)N1CCCC1CO (configuration not stated)
-4%[29.3 µM],COc1cc([C@H]2c3cc4c(cc3[C@@H](O[C@H]3O[C@H]5CO[C@@H](C)O[C@H]5[C@@H](O)[C@@H]3O)[C@@H]3COC(=O)[C@H]23)OCO4)cc(OC)c1O
0%,COC(=O)[C@@]1(Cc2ccccc2)[C@H]2c3cc(C(=O)N(C)C)n(Cc4ccc(O)c(OC)c4)c3C[C@H]2CN1C(=O)c1ccccc1
-2%,O=C(Oc1cc(OC(=O)c2ccccc2)c2c(c1)OC(c1ccc(OC(=O)c3ccccc3)c(OC(=O)c3ccccc3)c1)[C@@H](OC(=O)c1ccccc1)C2)c1ccccc1 (some centres not stated)
-13%,CCCCCCCC(=O)OC[C@H](CO)OC(=O)CCCCCCC
4%,NCCCCCCC(O)(P(=O)(O)O)P(=O)(O)O
2%,O=C(NCC1CC1)[C@]1(C(F)(F)F)C[C@H](CCC2CCCCC2)CCCO1
0%,CC(C)CNc1nc(C#N)nc(Nc2ccccc2)n1

Gathered by group, those above with sulfur.
Apoferritin bind,SMILES
7%[15.3 µM],CC(=O)N[C@@H](CSC(=O)[C@]1([C@@H](O)C(C)C)NC(=O)[C@H](C)[C@@H]1O)C(=O)O
-1%,CCC/C=C(\CCC)C(NS(=O)(=O)c1ccc(Cl)cc1)c1ccc(C(=O)OC)cc1 (configuration not stated)

The listing picks up with the 2 entries that preceded the break.
Apoferritin bind,SMILES
2%,O=C(NCC1CC1)[C@]1(C(F)(F)F)C[C@H](CCC2CCCCC2)CCCO1
0%,CC(C)CNc1nc(C#N)nc(Nc2ccccc2)n1
-7%[15.3 µM],COc1ccc(COC(=O)N/N=C2/C[C@@H](O)[C@@H](O)[C@@H]3[C@@H]4C(=O)N([C@@H](C)c5ccccc5)C(=O)[C@H]4CC[C@H]23)cc1
-1%,CCCn1c(=O)c2[nH]c(-c3ccccc3)nc2n(CCC)c1=O
7%[29.3 µM],Cc1nnc(SCC2=C(C(=O)O)N3C(=O)[C@@H](NC(=O)Cn4cnnn4)[C@@H]3SC2)s1
-6%,Cc1nc(NCCO)c2nc(-c3ccccc3)n(CCN(C)C)c2n1
-2%[110 µM],CCOC(=O)C1Oc2ccccc2C(C(=O)OC)=C1C(=O)OC (configuration not stated)
-5%,CCC(C(=O)O)C1CCC(C)C(C(C)C(O)C(C)C(=O)C(CC)C2OC3(C=CC(O)[C@@]4(CC[C@](C)(C5CC[C@@](O)(CC)C(C)O5)O4)O3)C(C)CC2C)O1 (some centres not stated)
?,O=C1c2ccccc2CCC1CNCCc1ccc(O)cc1 (configuration not stated)
?,O=S(=O)(Nc1cccc2cccnc12)c1ccc(Br)s1
-6%,CC(=O)N[C@@H](CCCNC(=N)N)C(=O)N[C@H](CC1CCCCC1)C(=O)N[C@@H]1CCC2SC[C@@H](C(=O)N[C@H](CCCNC(=N)N)C(=O)N[C@H](Cc3ccc(Cl)cc3)C(N)=O)N2C1=O (some centres not stated)
?,CCOC(=O)c1c(N)sc(C)c1-c1ccccc1
0%,COC(=O)[C@H](Cc1ccccc1)NC(=O)[C@H]1C[C@@H]1[C@H](NC(=O)OCc1ccccc1)c1ccccc1
5%[15.3 µM],CC(=O)Nc1ccc(C2NC(C(=O)O)CCC2C)cc1 (configuration not stated)
-6%,CCCN1CCC(=O)N(C(CSc2ccc(Br)cc2)CC(C)C)CC1 (configuration not stated)
-13%[15.3 µM],O=C1[C@H]2[C@H]3[C@H](O)[C@H](O)C/C(=N/OCc4ccccc4)[C@@H]3CC[C@@H]2C(=O)N1C1CCCCC1
-9%[15.3 µM],COc1ccc(O[C@H]2C=C[C@@H](c3ccccc3)O[C@H]2COC(=O)CC/C(C)=N\OC[C@@H](C)[C@H](OCc2ccccc2)C(C)C)cc1
2%&-1%,CC(C)n1cnc2c(NCc3ccccc3)nc(NCCO)nc21
-2%[15.3 µM],C[C@H]1CC[C@H](C(=O)O)N[C@@H]1c1ccc(C#Cc2ccccc2)cc1
-8%[15.3 µM],CCN1C(=O)[C@H]2[C@H]3[C@H](O)[C@H](O)C/C(=N/NC(=O)OCc4ccccc4)[C@H]3CC[C@@H]2C1=O
-3%[15.3 µM],C#CCCCO/N=C1/C[C@@H](O)[C@@H](O)[C@@H]2[C@@H]3C(=O)N(C(C)(C)C)C(=O)[C@H]3CC[C@@H]12
?,COc1cc2oc(=O)cc(-c3cccc(-c4cccc(C)c4)c3)c2c(OC)c1OC
-5%[15.3 µM],O=C(N/N=C1/C[C@@H](O)[C@@H](O)[C@@H]2[C@@H]3C(=O)N(c4cccc(Oc5ccccc5)c4)C(=O)[C@H]3CC[C@@H]12)OCc1ccccc1
-18%,CCCN1CCC(=O)N(C(CSc2ccc(C)cc2)Cc2ccccc2)CC1 (configuration not stated)
-11%[15.3 µM],COC(C1CCCCC1)C(C)C(OCc1cccc(Br)c1)C(C)CO (configuration not stated)
5%[15.3 µM],C[C@@H]1/C=C\CC(=O)OC[C@H]2O[C@@H](C=C[C@@H]2O)[C@H](C)/C=C\CC(=O)OC[C@H]2O[C@H]1C=C[C@@H]2O
2%,O=C1OCCC1N(C(=O)C1CC1)c1cccc(Cl)c1 (configuration not stated)

The list continues:
Apoferritin bind,SMILES
-2%,CC1(C)SC2C(NC(=O)C(C(=O)O)c3ccccc3)C(=O)N2C1C(=O)O (configuration not stated)
7%,CCC1=C2CC[C@H]3C(=O)N(CC)C(=O)[C@H]3[C@H]2[C@@]2(Cc3ccccc3)C(=NCC3CC3)OC(=O)N2C1=O
-18%,CC(C)CC(CSc1ccc(Br)cc1)N1CCN(CC(C)C)CCC1=O (configuration not stated)
-7%,O=C(Nc1cccc(Cl)c1)OCC#CCCl
-17%,CN(C)Cc1ccccc1-c1nccc(NC2CC2)n1
4%,C[C@@]1(C(NC(=O)c2ccc(-c3ccccc3)cc2)c2ccc(Cl)cc2)C[C@H]1C1CCCCC1 (some centres not stated)
6%[29.3 µM],CN(C)[C@@H]1C(=O)C(C(N)=O)=C(O)[C@]2(O)C(=O)C3=C(O)c4c(O)ccc(Cl)c4[C@H](O)[C@H]3C[C@@H]12
-8%,Cc1noc(C)c1-c1nc(Nc2ccncc2)c2ccccc2n1
-16%,O=S1(=O)C2CC3C=CC2(O3)C(O)C(Cc2ccccc2)N1Cc1cccc(F)c1 (configuration not stated)
-15%,C=CC(C1=CC(=O)C(OC)=CC1=O)c1ccc(OC)cc1 (configuration not stated)
7%,COC(=O)[C@@]1(Cc2ccc(OC)cc2)[C@H]2c3cc(C(=O)N4CCCC4)n(Cc4cc(C)n(C)n4)c3C[C@H]2CN1C(=O)c1ccccc1
7%,Nc1ncnc2c1[nH]c(=O)n2C1CC(O)C(CO)O1 (configuration not stated)
-1%[15.3 µM],COC(=O)C/C=C\[C@@H](C)[C@@H]1C=C[C@H](OC(C)=O)[C@H](COC(C)=O)O1
275%[activator],O=c1c2ccccc2oc2ccccc12
?,COc1ccc(-c2nnc3n2N=C(c2cccc(OC)c2)CS3)cc1
-11%,COc1ccc2c(c1)OCC(Cc1ccc(OC)c(OC(C)=O)c1)C2=O (configuration not stated)
4%,CCN(CC)CCn1c(-c2ccccc2)nc2c(NCCOC)nc(C)nc21
0%,CSCC[C@H](N)C(=O)N[C@@H](C)C(=O)NCC(=O)N[C@@H](CCCN=C(N)N)C(=O)N[C@@H](CO)C(=O)NCC(=O)N[C@@H](CC(=O)O)C(=O)N[C@@H](CO)C(=O)N[C@@H](CC(=O)O)C(=O)N[C@@H](CCC(=O)O)C(=O)N[C@@H](CC(=O)O)C(=O)N[C@@H](CC(C)C)C(=O)N[C@@H](CC(C)C)C(=O)N[C@@H](CCCCN)C(=O)N[C@@H](C)C(=O)N[C@H](C(=O)O)C(C)C
-2%[15.3 µM],COC(=O)NC(c1ccc(F)cc1)C(C(C)=O)C(=O)OC (configuration not stated)
-19%[15.3 µM],CCOC(=O)OCC1OC(c2cc(C)cc(C)c2)C=CC1OC(=O)OCC (configuration not stated)
-12%,COC(=O)CCC(C)C1CCC2C3C(O)C[C@@H]4CC(O)CC[C@@]4(C)C3CC(O)[C@]12C (some centres not stated)
?,CCOC(=O)C1C(C(=O)OC)=C(c2ccc(F)cc2)c2ccc(OC)cc2N1S(=O)(=O)C(F)(F)F (configuration not stated)
-7%&2%[15.3 µM],COC(=O)C/C=C\[C@@H](C)[C@@H](/C=N\O[C@@H](C)c1cn([C@H](CO)Cc2ccccc2)nn1)NS(=O)(=O)c1ccc(C)cc1
-15%,CCOc1ccc(N(C(=O)OC(C)(C)C)C(=O)c2ccc(O[Si](C)(C)C(C)(C)C)cc2)c(I)c1
5%,COC(=O)C1=CO[C@@H](O[C@@H]2O[C@H](CO)[C@@H](O)[C@H](O)[C@H]2O)C2C(CO)=CCC12 (some centres not stated)

(continued)
Apoferritin bind,SMILES
8%,CCCn1c(C)nc2c(N(C)CCN(C)C)nc(C)nc21
-4%[29.3 µM],O=C(O)/C=C\c1ccc(O)c(O)c1
-13%,Nc1nc2ncc(=O)[nH]c2c(=O)[nH]1
-3%,CC(C)=CCN1CCC2(CCc3ccccc32)CC1
42%[activator],COc1ccc(-c2ccc(C3C4C=CCCC4(C)C(=O)N3Cc3ccccc3)c(F)c2)cc1 (configuration not stated)
6%,CCC/C=C(\CCC)C(NC(=O)c1ccc(C(F)(F)F)cc1)c1ccccc1 (configuration not stated)
-14%,CCCCCC1C(=O)CCC1CC(=O)OC (configuration not stated)
-7%,CNc1nc(-c2ccccc2Cl)nc2ccccc12
3%,O=C(O)C1=CCNCC1
3%,CSc1cc2c(cc1C(F)(F)F)N(C(=O)Nc1cccnc1)CC2
-13%,CCCCNc1nc(C)nc2c1nc(-c1ccccc1)n2C(C)CCCN(CC)CC (configuration not stated)
3%,CS/C(N)=C(C#N)/C(C#N)=C(\N)SC
-3%,COC(=O)c1ccc(C(NC(=O)OCc2ccccc2)/C(=C/[C@@H](C)C(=O)NCCc2c[nH]c3ccccc23)c2cccnc2)cc1 (some centres not stated)
0%[15.3 µM],Cc1cc2c(nc1C)CCCN2C[C@H](C)O/N=C\[C@@H](C)[C@H](OCc1ccccc1)C(C)C
?,COc1cc2oc(=O)cc(-c3ccc(-c4ccc(NC(C)=O)cc4)cc3)c2c(OC)c1OC
?,O=C1C(Nc2ccccc2)=CC(=O)c2ncccc21
1%,CSCC[C@H](N)C(=O)N[C@@H](CO)C(=O)N[C@@H](CCCN=C(N)N)C(=O)N1CCC[C@H]1C(=O)N[C@@H](C)C(=O)N[C@@H](CS)C(=O)N1CCC[C@H]1C(=O)N[C@@H](CC(N)=O)C(=O)N[C@@H](CC(=O)O)C(=O)N[C@@H](CCCCN)C(=O)N[C@@H](Cc1ccc(O)cc1)C(=O)N[C@@H](CCC(=O)O)C(=O)O

Reprinted from the entries so far for reference:
Apoferritin bind,SMILES
42%[activator],COc1ccc(-c2ccc(C3C4C=CCCC4(C)C(=O)N3Cc3ccccc3)c(F)c2)cc1 (configuration not stated)
6%,CCC/C=C(\CCC)C(NC(=O)c1ccc(C(F)(F)F)cc1)c1ccccc1 (configuration not stated)
-14%,CCCCCC1C(=O)CCC1CC(=O)OC (configuration not stated)
-7%,CNc1nc(-c2ccccc2Cl)nc2ccccc12
3%,O=C(O)C1=CCNCC1
